Screens: PubChem BioAssay, several laboratories
DAGLB inhibitor – DAGLB lipase inhibitors, primary screen, biochemical, fluorescence, HTS. actives 0.059% (n = 340,000). Diacylglycerol lipase-beta (Homo sapiens), Q8NCG7. inhibition, % at 5.17 µM. HEK293T DAGLB membrane lysate, EnzChek fluorogenic substrate; in the data active = inhibition above about 34%;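 also: 0% = enzyme with vehicle and 100% = wells lacking enzyme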
Pemphigus Ab inh – inhibitors of pemphigus antibody binding to DSG3, primary screen, biochemical, bead-based, flow cytometry, scFv-GFP; Desmoglein-3 (Homo sapiens), P32926; DSG3-coupled beads, scFv-anti-DSG3-GFP binding; stronger effect = lower value; binding (percent of control), % at 10 µM; actives 0.48% (n = 310,000); AID 588358, 2011;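 active = binding more than 3 SD below its plate's average and above zero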;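 also: hits lower antibody fragment binding to DSG3; some compounds called inactive have numbers as strong as hits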
Cardiac RTF inh – cardiac RTF calcium sensitivity inhibitors, primary screen, biochemical, IANBD-TnC fluorescence, EC70 calcium; AID 493244, 2011; inhibition, % at 7.15 µM; actives 0.12% (n = 340,000); IANBD-labeled cardiac RTF, Ca2+ fluorescence; Troponin I, cardiac muscle (Homo sapiens) + Troponin T, cardiac muscle (Homo sapiens) + …;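 active = inhibition above the mean inhibition of all tested compounds plus 3 SD, cut at about 17% in these data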;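 also: assay run at fixed EC70 calcium of 1.6 mM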
CAL PDZ FP-1 – CAL PDZ peptide-binding inhibitors, primary screen, biochemical, fluorescence polarization, Cer-tagged CAL PDZ, HTS; Golgi-associated PDZ and coiled-coil motif-containing protein (Homo sapiens), Q9HD26; purified CAL PDZ, TMR-peptide fluorescence polarization, 1 h; inhibition, % at 20 µM; actives 0.02% (n = 330,000); AID 504414, 2011;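 active = highest replicate inhibition of at least 40%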;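 also: plate controls were DMSO neutral control wells for no effect and unlabeled competitor peptide control wells for full effect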
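material = purified tagged CAL PDZ domain construct (CerCALP) | compound dosing = 20 µM, one dose | times = 1 h at RT | measured by = fluorescence polarization from S- and P-plane intensities, G-factor corrected | read-out = inhibition from polarization loss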
Keap1 Nrf2 FP – Keap1-Nrf2 protein-protein interaction inhibitors, primary screen, biochemical, fluorescence polarization, single point. actives 0.15% (n = 340,000). inhibition, % at 9.4 µM. Kelch-like ECH-associated protein 1 (Homo sapiens), Q14145. Keap1 Kelch-Nrf2 peptide fluorescence polarization, 1536-well; in the data active = inhibition above about 12%;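 also: human Keap1 Kelch domain with fluorescein labeled Nrf2 9mer peptide probe; 0% = neutral control wells and 100% = peptide positive control; higher means more block of Keap1 binding to Nrf2 peptide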
NSD2 inh – NSD2 histone methyltransferase inhibitors, primary screen, biochemical, AlphaScreen, single concentration, set 2 | AID 743445, 2014 | inhibition, % at 12.5 µM | Histone-lysine N-methyltransferase NSD2 (Homo sapiens), O96028 | actives 0.54% (n = 310,000) | NSD2 peptide methylation, 120 min; in the data active = inhibition above about 50%
Target sequence (O96028 whole entry, looked up): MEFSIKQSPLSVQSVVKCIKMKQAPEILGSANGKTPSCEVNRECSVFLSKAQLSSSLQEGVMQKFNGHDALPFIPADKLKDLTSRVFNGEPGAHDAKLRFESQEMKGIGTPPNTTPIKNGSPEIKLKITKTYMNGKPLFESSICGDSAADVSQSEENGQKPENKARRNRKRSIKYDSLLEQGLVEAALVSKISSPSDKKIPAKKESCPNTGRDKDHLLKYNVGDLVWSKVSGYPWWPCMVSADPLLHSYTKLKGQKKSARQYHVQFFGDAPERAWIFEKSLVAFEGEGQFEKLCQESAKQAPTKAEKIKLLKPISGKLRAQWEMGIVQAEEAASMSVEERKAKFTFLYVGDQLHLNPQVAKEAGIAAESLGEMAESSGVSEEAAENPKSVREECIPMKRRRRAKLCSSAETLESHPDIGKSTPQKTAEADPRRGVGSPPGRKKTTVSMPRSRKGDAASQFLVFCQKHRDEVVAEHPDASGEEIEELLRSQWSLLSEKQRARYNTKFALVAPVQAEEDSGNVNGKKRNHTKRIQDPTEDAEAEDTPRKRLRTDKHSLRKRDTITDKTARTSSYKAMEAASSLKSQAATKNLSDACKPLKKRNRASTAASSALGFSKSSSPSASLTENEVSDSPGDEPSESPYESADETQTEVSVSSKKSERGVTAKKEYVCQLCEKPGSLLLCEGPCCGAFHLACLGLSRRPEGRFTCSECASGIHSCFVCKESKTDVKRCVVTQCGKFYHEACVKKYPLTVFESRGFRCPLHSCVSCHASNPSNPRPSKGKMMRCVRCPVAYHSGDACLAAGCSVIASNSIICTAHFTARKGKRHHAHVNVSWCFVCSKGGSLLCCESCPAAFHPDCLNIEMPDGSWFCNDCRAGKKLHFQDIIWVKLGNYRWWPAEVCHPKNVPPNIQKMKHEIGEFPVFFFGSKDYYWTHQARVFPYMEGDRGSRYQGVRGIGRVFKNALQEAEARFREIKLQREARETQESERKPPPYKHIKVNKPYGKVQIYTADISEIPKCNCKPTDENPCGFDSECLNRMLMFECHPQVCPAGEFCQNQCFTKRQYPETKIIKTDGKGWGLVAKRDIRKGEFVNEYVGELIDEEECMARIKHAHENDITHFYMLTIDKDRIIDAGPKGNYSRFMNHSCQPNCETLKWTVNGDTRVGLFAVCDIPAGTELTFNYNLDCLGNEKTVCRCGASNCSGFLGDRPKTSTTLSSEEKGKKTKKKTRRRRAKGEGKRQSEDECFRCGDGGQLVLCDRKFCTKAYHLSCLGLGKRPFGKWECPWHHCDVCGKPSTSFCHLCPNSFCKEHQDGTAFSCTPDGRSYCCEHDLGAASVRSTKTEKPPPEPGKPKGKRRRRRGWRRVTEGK
LANA DNA inh – inhibitors of KSHV C-LANA binding to DNA, primary screen, biochemical, fluorescence polarization, FAM-LBS DNA, MBP-C-LANA, single point. Kaposi's sarcoma herpesvirus LANA C-terminal domain (residues 932-1162) DNA binding. inhibition, % at 9 µM. actives 0.078% (n = 340,000). AID 504423, 2011;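 active = highest replicate inhibition at or above 60% at 9 µM, even if other replicates fall short; inactive = all replicates below 60% inhibition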;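 also: 0% = neutral control wells and 100% = 4 µM acridine orange control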
V-ATPase pHluor – regulators of yeast V-ATPase proton pumping, primary screen, pHLuorin cytosolic pH fluorescence; S. cerevisiae; response, % at 10 µM; actives 0.37% (n = 350,000); in the data active = response mostly above about 7.3%, no sharp cut-off; inactive = mostly below about 5.4%; also: actives read high; inactives centre near 0; some compounds called inactive have numbers as strong as hits; reference of the scale not given here
CAL PDZ FP-2 – untagged CAL PDZ binding inhibitors, primary screen, biochemical, fluorescence polarization, HTS; actives 0.92% (n = 300,000); purified CAL PDZ, TMR-peptide fluorescence polarization, 1 h; AID 602252, 2012; inhibition, % at 24.9 µM;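 active = mean inhibition of at least 30% with at least half of replicates also reaching 30%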;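 also: 0% = DMSO neutral control and 100% = excess unlabeled competitor peptide PRC23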
Arrestin-AP2 inh – inhibitors of beta-arrestin/AP2 binding, primary screen, biochemical, GPCR trafficking, flow cytometry. inhibition, % at 10 µM. AID 504490, 2011. actives 0.31% (n = 340,000). FITC-arrestin peptide / GST-AP2 beads; AP2 beta2 appendage carries R879A mutation;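 active = inhibition above a set limit, near 3 SD of compounds lacking own fluorescence, cut at about 54% in these data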;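 also: plate controls were DMSO wells for no effect and 5 µM unlabelled arrestin peptide for full effect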
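System: GST-AP2 R879A bound to glutathione beads, E. coli-expressed. Also added: 50 nM FITC-arrestin peptide. Schedule: compound with beads 12 min RT, then probe 1 h RT. Signal: bead flow cytometry, FITC channel. Read-out basis: percent response.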
An asterisk follows results filed as active; · = no result given.

SMILES	DAGLB inhibitor	Pemphigus Ab inh	Cardiac RTF inh	CAL PDZ FP-1	Keap1 Nrf2 FP	NSD2 inh	LANA DNA inh	V-ATPase pHluor	CAL PDZ FP-2	Arrestin-AP2 inh
CN(CC(=O)Nc1ccccc1Br)C(=O)c1cc(S(=O)(=O)N(C)C)ccc1N1CCCC1	-1	103	-1	-0.4	1	1	-0.1	-2	-3	1
O=C(NCC1CCCN(C(=O)c2cc(Cl)ccc2F)C1)c1ccc(F)cc1 (configuration not stated)	3	·	-11	-1.1	-5	-6	-1.9	-1	-2	3
O=C(NC1CCCC1)C(c1ccncc1)N(C(=O)Cn1nnc(-c2ccccc2F)n1)c1cccc(F)c1 (configuration not stated)	-3	94	13	-1.3	1	-1	0.5	2	6	27
CCn1nc(C)c(NC(=O)c2ccc(Br)o2)c1C	-2	103	-9	-0.7	-2	-1	2.2	2	3	8
O=C(CCn1cnnn1)Nc1ccccc1	0	·	0	-1.1	-4	-3	-0.3	4	0	41
COc1ccc(NC(=S)NNC(=O)c2ccc(S(=O)(=O)N3CCOCC3)cc2)cc1	2	106	-7	-0.7	2	3	0.8	3	0	-9
CCC(/C=N/NC(=O)C1COc2ccccc2O1)CC (configuration not stated)	-1	104	-8	-0.3	4	3	-0.3	-1	0	9
Cc1ccc[n+](C2C(c3ccc([N+](=O)[O-])cc3)C(C#N)=C([S-])NC2(O)C2CC2)c1 (configuration not stated)	2	97	4	-0.4	-1	7	-0.4	-2	·	1
COc1cccc(CN=CC2=C(O)CC(C)(C)CC2=O)c1OC	0	99	1	-2.4	1	-3	-0.6	-1	1	1
CCOC(=O)Cc1csc(NC(=O)CN2C(=O)c3ccccc3S2(=O)=O)n1	0	105	-1	-0.4	-3	·	1.2	2	-3	2
S=C(NCc1ccco1)Nc1cccc(Cl)c1	-2	·	15	-2.9	2	3	-7.4	0	-3	59*
Cc1cc(NS(=O)(=O)c2ccc(NC(=O)COc3ccccc3[N+](=O)[O-])cc2)no1	2	·	-4	-3.0	3	39	1.8	2	-4	-12
CCN(CC)Cc1oc(CO)cc(=O)c1O	2	111	7	0.0	-8	0	0.7	2	-2	-19
CSc1nc2nc(C)c(C/C=C/c3ccccc3)c(=O)n2[nH]1	0	101	-7	-2.8	-8	-1	0.6	0	-3	2
COc1ccc(CNC(=O)CN(Cc2ccc(Cl)cc2)C(=O)c2csnn2)cc1	0	95	-1	-3.4	0	-4	0.2	-1	-4	23
O=C(O)/C=C/C(=O)Nc1ccc2nccnc2c1	-2	95	0	0.0	-1	0	-2.0	1	-4	34
Cc1cc(NC(=O)CCC(=O)N(c2cccnc2)C(C(=O)NC2CCCC2)c2ccccc2)no1 (configuration not stated)	-5	102	-2	-2.0	2	-8	0.4	-1	-5	1
COc1ccc2c(=O)cc(-c3ccccc3F)oc2c1	-3	106	-2	-0.9	-9	0	0.4	5.7*	·	0
Cc1cc(S(=O)(=O)N(Cc2ccc(F)cc2)CC2CCCO2)ccc1-n1cnnn1 (configuration not stated)	-5	104	-1	-1.6	8	31	-0.4	-3	-4	-2
COc1ccc(C)cc1N(CC(=O)N1CCCCCC1)S(=O)(=O)c1ccc(C)cc1	-3	110	0	-3.0	3	-3	1.0	-1	-7	-25
COC(=O)C1CCN(C(=O)Nc2ccccc2)CC1	-2	104	1	-2.2	-2	0	0.7	-1	5	14
CC1CN(C(=O)c2ccn(C)n2)CC(C)O1 (configuration not stated)	2	96	-12	-0.3	-1	-3	-0.5	2	-3	6
COCCNc1nnc(SCC(=O)NNC(=O)c2ccccc2)s1	1	99	-7	-0.9	0	-2	-0.3	1	-5	4
Cc1ccc(-n2cnnn2)c2cccnc12	-2	84	-3	-1.3	-6	-2	-0.2	-6	1	5
C/C(=N\N=C\c1cccc(F)c1)c1nnn(-c2nonc2N)c1C	0	89	2	-0.3	-5	·	1.5	0	-2	-4
O=C(NN1C(=O)C2C(c3ccccc3)C=CC(c3ccccc3)C2C1=O)c1ccccc1 (configuration not stated)	-5	96	-11	-1.9	4	-3	-1.1	8	-20	27
CC(NC(=O)C1CCCN1S(=O)(=O)c1ccc2c(c1)n(C)c(=O)c(=O)n2C)c1ccccc1 (configuration not stated)	3	99	13	-0.2	-7	-4	-5.2	-1	-3	-7
COc1ccc(S(=O)(=O)N2CCN(C)CC2)c(C)c1	-1	90	-3	-0.5	-2	1	2.5	-2	·	32
CN(C)CCCNC(=O)C(=O)Nc1cc2c3c(c1)CC(=O)N3CCC2	-1	105	-9	-1.8	-6	14	-3.0	6	-1	-6
Cc1ccc2oc(=O)c3cnn(CC(=O)NCCCOC(C)C)c3c2c1	2	99	-3	-0.2	-4	·	-0.3	0	-3	-1

2 entries picked at random from those above, as already listed:
SMILES	DAGLB inhibitor	Pemphigus Ab inh	Cardiac RTF inh	CAL PDZ FP-1	Keap1 Nrf2 FP	NSD2 inh	LANA DNA inh	V-ATPase pHluor	CAL PDZ FP-2	Arrestin-AP2 inh
COc1ccc(S(=O)(=O)N2CCN(C)CC2)c(C)c1	-1	90	-3	-0.5	-2	1	2.5	-2	·	32
COC(=O)C1CCN(C(=O)Nc2ccccc2)CC1	-2	104	1	-2.2	-2	0	0.7	-1	5	14

Continuation.
SMILES	DAGLB inhibitor	Pemphigus Ab inh	Cardiac RTF inh	CAL PDZ FP-1	Keap1 Nrf2 FP	NSD2 inh	LANA DNA inh	V-ATPase pHluor	CAL PDZ FP-2	Arrestin-AP2 inh
O=C(COC(=O)c1ccc(O)cc1)Nc1ncc(Cl)cc1Cl	1	107	-35	-0.5	0	2	1.2	-3	·	-4
CCCCN(CC)C(=O)CN(C)S(=O)(=O)c1cccc2nsnc12	-2	95	-4	-1.3	4	·	1.2	1	3	15
N#Cc1nc(Cc2cccc3ccccc23)oc1NCc1ccco1	-2	101	-3	-0.9	-14	-1	0.5	2	-1	-8
O=C1C=C(c2ccc(Oc3ccccc3)cc2)C[C@@H](c2ccc(F)cc2)C1	-18	103	5	-0.8	1	·	1.1	-1	-2	-1
CC(=O)N/N=C(\C)CC(=O)NC(C)(C)C	-2	106	-3	-0.3	1	-3	-0.9	2	-2	-1
CCOC(=O)c1[nH]c2c(c1-c1ccccc1)C(=O)CC(c1ccccc1)C2 (configuration not stated)	-5	109	-6	0.3	0	·	1.4	2	-2	0
CN(C(=O)c1ccc(OC2CCN(CCc3ccccc3)CC2)cc1)C1CCOCC1	-3	104	-4	-1.7	3	-3	0.6	11	8	6
CCCC(C)NC(=O)COC(=O)c1ccc(Cl)c(S(N)(=O)=O)c1 (configuration not stated)	4	100	-3	-0.5	-2	0	-1.6	4	-1	10
CCOC(=O)c1ccccc1NC(=O)COc1cc(=O)n(CC)c2ccccc12	2	98	2	-1.9	1	2	-0.3	-2	-3	15
CCNS(=O)(=O)c1ccc(CCC(=O)N2CCN(c3ccc(OC)cc3)CC2)cc1	-1	110	6	-1.6	-7	13	-1.3	0	-8	11
COc1cccc(OC)c1C(=O)NC(=S)NCc1ccco1	-6	99	-3	-0.3	-3	-2	0.8	2	4	18
NS(=O)(=O)c1ccc(CNC(=O)/C=C/c2c(F)cccc2Cl)cc1	0	97	4	-0.6	5	1	-1.3	-1	70*	4
O=Cc1cccnc1SCc1ccccc1	-6	105	-9	1.4	-3	38	-1.0	-2	·	10
Cc1nc2cc(-c3sccc3-n3cccc3)nn2c(C)c1C	-10	99	1	-1.5	-2	0	-4.3	3	-3	0
O=C(CCn1c(SCC(=O)NCc2ccco2)nc2ccccc2c1=O)NCCc1ccccc1	2	102	-3	-0.5	-1	0	0.2	-2	1	3
CC1CCC(NC(=O)c2cc3c(s2)CS(=O)(=O)C3)CC1 (configuration not stated)	-1	97	5	-2.6	-4	0	0.4	-1	2	-1
CN(C)CC(=O)N1c2ccccc2CCc2ccc(NC(=O)c3ccc(N)cc3)cc21	0	99	-3	-0.1	-4	4	1.8	1	1	0
COc1cccc2sc(N(C)c3ccccc3)nc12	-2	104	1	-1.2	-3	-1	1.9	-1	0	11
OCC[C@@H]1C[C@@H](O)[C@H](O)[C@@]2(Cc3ccccc3CCO2)O1	-2	104	-2	-0.2	-7	·	0.3	-1	-3	4
Cc1ccc(C)c(S(=O)(=O)N2CCN(c3nc(-c4cccnc4)nc4ccccc34)CC2)c1	-6	·	-5	-4.7	-7	-1	0.6	-3	-1	-3
Cc1ccc(OCC(=O)N(Cc2ccccc2)c2ccccn2)cc1	-3	104	-4	-2.4	0	-2	0.1	0	-2	0
O=C(c1cccc(OC2CCN(Cc3cc(F)cc(F)c3)CC2)c1)N1CCCC1	-3	104	4	-2.7	-3	3	1.4	4	-2	-1
O=C(COc1ccc(Cl)cc1)Nc1ccc(C(=O)O)cc1NC(=O)COc1ccc(Cl)cc1	2	99	-3	-0.7	-3	5	0.4	1	-1	1
CSc1nc2c(c(=O)[nH]1)C(c1ccncc1)C(C(=O)OC(C)C)=C(C)N2 (configuration not stated)	-1	·	9	-0.8	-1	·	-1.2	-3	-9	24
Cc1cnc(C(=O)Nc2ccc(N3CCN(C(=O)OC(C)(C)C)CC3)cc2)cn1	-1	102	-4	-0.7	-3	14	-0.8	-3	-2	-6
Fc1ccc(CSc2ccc3nnc(-c4ccccn4)n3n2)cc1	-3	113	7	-1.7	3	1	1.3	-3	-5	42
COc1ccc(Br)cc1S(=O)(=O)n1ccnc1	-1	95	6	-2.3	-5	1	0.4	2	1	0
COc1ccccc1C(=O)NCCOc1ccc(C)c(C)c1	-3	94	-8	-0.8	0	39	0.0	5	-4	28
O=C(COC(=O)c1cccnc1Cl)NC(=O)c1ccc(OC(F)F)cc1	-2	102	-4	-0.9	-2	-3	0.3	4	·	25
Cc1csc(SC(C)C(=O)NCc2ccc3c(c2)OCO3)n1 (configuration not stated)	-2	115	-6	9.5	-3	-3	-0.6	-1	64*	-9
COCc1cc(C)nc(NCCO)c1C#N	-1	·	4	1.0	0	-2	-0.5	0	-2	19
COC(=O)c1ccc(C(=O)OC)c(NC(=O)CSc2cccc[n+]2[O-])c1	-3	103	-1	-0.2	-1	0	0.6	-1	·	4
NC(=O)c1cccnc1	0	112	2	0.6	-4	·	0.6	1	0	3

This is a subset; rates above refer to the full screens.
